# KLF5 inhibitor = KLF5 expression inhibitors, primary screen, DLD-1 cells, luminescence; DLD-1 KLF5 promoter-luciferase reporter; inhibition, % at 5 µM; 290,000 tested, 0.23% active; AID 1700, 2009;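 active = inhibition above a per-plate limit of that plate's mean compound inhibition plus 3 SD, cut at about 60% in these data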;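 note: 0% = DMSO wells and 100% = LY294002 at 200 µM; higher means less KLF5 promoter-driven luciferase light; inactives centre near -14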
# AI-2 QS modul = Vibrio harveyi AI-2 quorum sensing modulators, primary screen, JMH597 strain, luminescence/OD600 ratio; Vibrio harveyi JMH597 AI-2 luminescence/OD600 ratio, 9 h; stronger effect = lower value; strain lacks LuxN and CqsS sensors; 0 = neutral-control median; activity change, % at 7.5 µM; 300,000 tested, 0.4% active; in the data active = activity change below about -75%, passing the limit was not always enough; inconclusive = no clear call, values can overlap the other calls;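 note: luminescence divided by OD600 gain over 9 h not by final OD600 alone; inactives centre near 13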
# HIF activator = HIF pathway transcriptional activators, primary screen, cell-based, U2OS HRE-luciferase, luminescence; AID 1910, 2009; activation, % at 7.5 µM (by protocol); U2OS HRE-luciferase reporter; normalized: DMSO 0%, desferrioxamine 100%; 300,000 tested, 0.32% active;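 active = mean activation of at least 10% of the iron chelator positive control signal, with at least half of replicates also reaching 10%; inconclusive = mean and replicate majority disagree about reaching 10%; inactive = mean and most replicates under 10%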
# HSF1 inh = HSF1 inhibitors in luciferase reporter cells, primary screen, cell-based, NIH3T3, luminescence; NIH3T3-HGL HSE-luciferase, MG132-induced, luminescence 8 h; stronger effect = lower value; activity change, negative = inhibition, % at 7.5 µM (by protocol); 300,000 tested, 0.77% active; AID 2098, 2009;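 active = more than half of replicate wells show activity change below -50%, luminescence cut by over half; inconclusive = some wells, but at most half, below -50%; inactive = no replicate well below -50%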;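 note: luciferase reports HSF-1 transcriptional activity via heat shock element; 0% = median of DMSO wells and -100% = zero luminescence signal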
# GSK3B inh = human GSK3beta kinase inhibitors, primary screen, biochemical, cell-free homogeneous, HTS; 300,000 tested, 0.038% active; AID 2097, 2009; activity score (negative = inhibition), % at 10 µM; GST-GSK3beta kinase, ADP-Glo luminescence, 60 min; stronger effect = lower value; Glycogen synthase kinase-3 beta (Homo sapiens), P49841;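 active = more than half of replicate wells score below -50%, meaning over 50% inhibition versus plate controls; inconclusive = some replicates but at most half score below -50%; inactive = no replicate scores below -50%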;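 note: 0% = median DMSO wells and -100% = median GW8510 positive control wells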
# Target sequence (P49841 whole entry, looked up): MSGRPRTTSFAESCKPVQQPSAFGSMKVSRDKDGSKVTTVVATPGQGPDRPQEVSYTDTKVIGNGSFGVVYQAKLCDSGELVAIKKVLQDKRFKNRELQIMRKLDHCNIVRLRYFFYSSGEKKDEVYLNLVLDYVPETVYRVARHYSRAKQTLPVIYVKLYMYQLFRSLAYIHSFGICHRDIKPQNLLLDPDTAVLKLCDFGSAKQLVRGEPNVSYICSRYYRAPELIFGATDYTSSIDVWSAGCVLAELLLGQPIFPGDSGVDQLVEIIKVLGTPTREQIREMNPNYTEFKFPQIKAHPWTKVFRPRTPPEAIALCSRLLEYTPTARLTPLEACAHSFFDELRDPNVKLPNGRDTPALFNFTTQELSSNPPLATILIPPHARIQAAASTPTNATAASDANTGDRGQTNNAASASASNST
#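 Test system – GST-tagged human GSK3beta kinase, cell-free · Incubation – 60 min enzyme reaction, room temperature · Signal – ADP-Glo luminescence · Also added – peptide substrate and ATP at 25 µM · Controls – DMSO neutral wells and GW8510 at 20 µM as positive · Buffer or medium – Tris/MgCl2 kinase buffer · Measure – Luminescence-derived activity versus plate DMSO and GW8510 wells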
# IEC-6 cytotox = cytotoxicity in IEC-6 intestinal epithelial cells, primary screen, cytotoxicity control for KLF5 inhibitor project, cell-based, luminescence. IEC-6 cytotoxicity, luminescence viability. inhibition, % at 5 µM. 290,000 tested, 0.78% active. AID 1825, 2009; in the data active = inhibition above about 22%;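 note: 0% = plate median of test compound wells and 100% = cytotoxic reference compound wells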
# HSF-1 act = HSF-1 activators, primary screen, NIH3T3-HGL cells, MG132 stress, luminescence, single point; NIH3T3-HGL HSF-1 luciferase reporter, 8 h; 100% = twice DMSO control signal; activation, % at 9 µM; 300,000 tested, 1.7% active; AID 504408, 2011;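 active = mean replicate activation of at least 50% with a set share of replicates each reaching 50%; inconclusive = only one of those two conditions met; inactive = mean below 50% and too few replicates reaching it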;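 note: 0% = median of the neutral control wells and 100% = twice that signal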
# aSyn 5UTR inh = MLPCN primary screen, SNCA 5' untranslated region; alpha-synuclein 5'UTR reporter, inhibitor activity; inhibition, % (tested at 7.5 µM); 300,000 tested, 0.82% active; AID 1813, 2009; in the data active = inhibition above about 60%; inconclusive = no clear call, values can overlap the other calls;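 note: H4 neuroglioblastoma cells stably carrying SNCA 5'UTR luciferase fusion; 0% = DMSO wells and 100% = positive control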
# HSP90 refold inh = HSP90 inhibitors, primary screen, cell lysate, luminescence. Rabbit reticulocyte lysate, luciferase refolding luminescence, 3 h. 290,000 tested, 0.91% active. inhibition, % at 5.6 µM;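 active = inhibition above the screen-wide mean plus 3 SD, computed separately per campaign, cut at about 16% in these data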;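 note: 0% = DMSO wells and 100% = 60 µM geldanamycin wells; inhibitors lower the luminescence because luciferase stays unfolded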
# GSK3A inh = blockers of GSK3A enzyme activity – biochemical, luminescence, cell-free homogeneous, HTS, primary screen; GSK-3 alpha kinase, ADP-Glo luminescence, 60 min; inhibition, % at 10 µM; 320,000 tested, 0.1% active; AID 2650, 2010;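 in the data active = inhibition above about 50%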;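 note: GST-tagged GSK-3 alpha with peptide substrate and 25 µM ATP; 0% = DMSO neutral wells and 100% = GW8510 positive control wells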
# Target sequence (P49840 whole entry, looked up): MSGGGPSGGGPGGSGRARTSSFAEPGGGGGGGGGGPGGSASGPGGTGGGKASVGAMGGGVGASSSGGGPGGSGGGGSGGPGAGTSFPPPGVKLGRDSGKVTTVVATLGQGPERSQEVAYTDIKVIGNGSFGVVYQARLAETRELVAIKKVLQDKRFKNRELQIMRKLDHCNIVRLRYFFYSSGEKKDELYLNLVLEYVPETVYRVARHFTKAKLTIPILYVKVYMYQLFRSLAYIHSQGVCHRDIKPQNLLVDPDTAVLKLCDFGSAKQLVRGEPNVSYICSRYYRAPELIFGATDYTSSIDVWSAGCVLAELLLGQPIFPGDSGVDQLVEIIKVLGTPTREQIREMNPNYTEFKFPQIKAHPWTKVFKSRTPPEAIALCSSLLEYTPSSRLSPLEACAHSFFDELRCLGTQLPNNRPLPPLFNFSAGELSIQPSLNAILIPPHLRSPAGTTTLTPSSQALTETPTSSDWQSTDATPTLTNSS
# The depositor's hits bear a star; ? = inconclusive; . = not tested or not shown.
SMILES,KLF5 inhibitor,AI-2 QS modul,HIF activator,HSF1 inh,GSK3B inh,IEC-6 cytotox,HSF-1 act,aSyn 5UTR inh,HSP90 refold inh,GSK3A inh
COc1ccc(OC)c(C(=O)c2coc3ccc(OC)cc23)c1,-35.3,24.1,-0.6,-2.1,0.5,4.3,-2.8,-0.4,5.0,0.3
COc1ccc(C(=O)/C=C/Nc2ccc(S(=O)(=O)Nc3onc(C)c3C)cc2)cc1,-17.7,10.7,0.0,-4.2,3.0,7.2,-8.2,-33.1,3.5,-1.7
CC(=O)N/C(=C/c1ccc(OS(=O)(=O)c2ccc(C)cc2)cc1)C(=O)NCCCO,-19.3,-5.0,-0.6,-3.1,2.1,-2.5,17.2,-14.9,2.2,-2.5
O=C(NCC1CCN(Cc2cccc(Cl)c2)CC1)Nc1ccc(Cl)cc1,-16.4,21.1,0.0,-0.6,0.0,7.8,-10.0,-2.1,0.0,-1.5
O=C(Nc1cccc(-c2cccc(Cl)c2)c1)C1CCN(Cc2ccccn2)CC1,-40.6,0.9,-0.2,-8.9,-1.8,-6.5,-9.3,1.4,0.2,-2.1
COc1ccc(CC(=O)Nc2cc(C)on2)cc1OC,-18.4,-4.7,-0.3,-2.9,-2.4,1.5,-3.2,11.3,0.1,0.9
CC(=O)N(c1ccccc1C)C1CCCC1,-54.6,23.2,0.2,-13.0,1.6,1.0,-6.4,-3.5,-2.9,-1.7
N#CCCn1cc(/C=N/N=C2\NC(=O)C(CC(=O)O)S2)c(-c2ccc(F)cc2)n1 (centres undefined),-20.6,22.8,-0.3,-8.9,0.0,-8.9,-10.0,-8.8,2.0,-0.6
CCN(CC)c1ccc(NC(=O)CN(C)Cc2cccs2)cc1,-5.7,23.5,1.0,0.0,-1.2,-5.7,10.7,-13.5,-5.9,-2.8
O=C(NCCc1ccccn1)c1n[nH]c(=O)c2ccccc12,-26.4,15.6,0.0,-14.2,2.5,0.7,3.0,-12.3,3.4,-0.2
COc1ccc(-n2c(=O)n(Cc3ccccc3)c(=O)c3[nH]cnc32)cc1,-11.7,12.7,-0.5,-6.3,-0.4,-9.5,-9.8,22.1,0.2,9.2
Cn1c(=O)[nH]c(=O)c2c1nc(Br)n2CC(O)COc1ccccc1 (centres undefined),-33.9,9.6,-0.4,-5.7,2.1,-2.3,0.7,1.3,1.0,-1.9
CCCNC(=O)c1cccc(Cn2nc(C)c(Br)c2C)c1,-11.2,1.0,-0.1,3.7,19.0,-1.5,11.0,8.2,-0.7,-0.3
O=C(N=Nc1c(O)[nH]c2ccccc12)c1ccc(CN2CCOCC2)cc1,-7.3,14.7,-0.2,-4.5,-0.3,1.5,-0.2,-20.8,-0.7,-0.4
CN(C)C(CNC(=O)Nc1cccc(Cl)c1)c1cccnc1 (centres undefined),11.4,24.7,0.0,3.1,-0.7,2.8,42.3,21.9,-1.4,0.4
O=C(CSCc1ccccc1)NCc1ccc2c(c1)OCO2,-50.8,35.4,0.3,0.3,-0.5,7.5,-1.6,-0.6,-3.7,-1.6
CC(C)Oc1ccc(C(=O)Nc2nnc(C3=COCCO3)o2)cc1,.,81.3,0.3,-6.5,0.3,.,-14.0,-16.9,.,-3.7
Cc1ccccc1C(=O)Oc1ccc(Cl)cc1C(=S)N1CCOCC1,-4.2,27.1,0.1,1.4,-2.6,5.3,-9.1,14.6,8.3,-3.2
COc1ccc2[nH]c(C(=O)O)c(CCC(=O)O)c2c1,-15.8,12.8,-3.9,1.0,4.5,-4.6,-18.4,-3.7,-2.4,-1.0
CC(=O)N1CCN(c2ccc(NC(=O)c3ccc(Br)o3)cc2Cl)CC1,-61.6,38.2,0.6,4.5,1.0,-4.3,11.3,-51.4,-1.0,-1.3
Cc1noc(C)c1C(=O)OCC(=O)NC1CC1,-14.3,17.7,-0.3,-5.5,0.5,0.5,-7.3,-1.6,-0.8,-1.6
Cc1cc(NC(=O)CSc2nnc(-c3ccc(Cl)s3)o2)no1,-40.2,21.3,0.7,6.7,-5.3,3.3,18.5,-12.5,0.3,10.5
CC(=O)c1cccc(Nc2ccc(-c3ccccc3F)nn2)c1,-136.1,17.8,5.1,12.0,0.3,3.8,38.6,-155.5,2.0,-2.6
Cc1nn(-c2ccccc2)c(Cl)c1C(=O)NCc1ccccc1F,-46.7,-0.6,0.6,-7.1,-1.0,7.4,0.3,4.3,-0.9,1.9
CCSc1ccccc1C(=O)Nc1nncs1,-41.9,14.1,0.5,-3.4,0.8,6.2,-7.4,-7.2,-2.2,-0.6
COc1ccc(CNCC(O)(c2ccc(Cl)cc2)c2ccc(Cl)cc2)cc1OC,-6.0,28.0,-0.3,.,1.3,1.3,.,11.1,0.6,0.5
CCCOc1ccccc1Cn1c(=O)oc2ccccc21,-24.9,4.2,-16.2,27.7,1.4,7.2,33.7,6.5,-1.4,15.1
COc1ccc(S(=O)(=O)N(CC(N)=O)C2CCCCC2)cc1Cl,-9.6,-17.1,-0.3,0.5,0.8,-1.5,-8.1,-9.9,2.4,0.6
Cc1ccc(S(=O)(=O)CC(O)CN2CCCC2=O)cc1 (centres undefined),-33.9,15.4,0.2,-13.6,1.4,-7.7,-14.7,-8.2,-8.5,-0.5
CCCCSc1nnc([C@H](C)NC(=O)OC(C)(C)C)o1,-22.6,21.1,0.4,-0.5,1.5,-2.8,24.4,15.0,-5.2,-2.5
CN(C)CCCN(C(=O)c1ccc(S(=O)(=O)N2CCc3ccccc3C2)cc1)c1nc2ccc(F)cc2s1,-21.2,6.6,-4.2,14.5,-1.9,2.3,-0.7,98.9*,8.5,-1.9
COC(=O)c1cc(NC(=O)c2c(Cl)nc3sccn23)cc(C(=O)OC)c1,3.4,7.8,-0.2,-1.5,1.8,-1.7,-4.2,79.5*,-1.1,-2.7
O=C(COC(=O)c1ccccc1C(=O)c1ccccc1)NCc1ccc(F)cc1,-33.4,4.2,-0.2,15.0,-0.4,-0.9,?,1.9,2.6,-0.6
CCOc1ccc(S(=O)(=O)N(C)CC(=O)N2CCCC2)cc1,-19.3,10.5,1.9,-2.2,3.6,-0.2,-8.0,16.9,0.7,-1.1
CCN(c1ccccc1)S(=O)(=O)c1cccc(C(=O)NCC(c2cccs2)N2CCOCC2)c1 (centres undefined),.,4.9,-5.1,-1.6,-3.1,.,-0.1,7.3,.,-0.1
CCN(CC(=O)Nc1cc(Cl)ccc1C)C(=O)C1CCCCC1,-7.3,12.5,-0.8,-4.0,-1.6,-2.6,-0.8,14.8,1.5,-0.1
CCOCCCNC(=O)c1cc2sc(Cl)cc2n1CC,-4.1,.,0.2,4.2,.,-7.5,-5.1,11.0,-0.5,-0.8
COC(=O)c1ccc(CN2CCCC(C(=O)Nc3cccc(-n4cccn4)c3)C2)cc1 (centres undefined),-44.7,-0.1,0.1,-31.3,.,0.5,-48.1,5.3,2.8,-3.6
CCC1CCCCN1CCCNC(=O)c1cn(CC(C)C)c(=O)c2cc(OC)c(OC)cc12 (centres undefined),-2.6,-8.2,-0.8,0.5,-3.4,2.9,27.6,0.9,1.0,0.4
CCOC(=O)/C(C(N)=NC(C)C)=C(\O)c1ccccc1,-24.9,21.6,0.5,-0.7,3.2,8.9,0.0,6.3,0.2,4.1
O=C(c1ccc2nc(Cc3cccc(Cl)c3)oc2c1)N1CCC[C@H]1CO,-24.9,-16.3,0.0,0.3,-7.3,-0.1,12.2,-10.4,4.0,.
O=C(Cc1ccc(F)cc1)NC1CCS(=O)(=O)C1 (centres undefined),.,0.8,0.5,-2.0,-4.1,.,-6.0,13.1,.,-7.5
Cc1cccc(NC(=O)Nc2ccc(C)cc2Br)c1,-43.4,16.0,-0.6,9.4,0.6,5.2,24.6,-78.9,-3.6,0.6
CCOc1ccc2nc(NC(=O)CN3CCN(C)CC3)sc2c1,-35.5,12.5,0.8,-3.0,-18.0,-0.8,4.7,-35.2,-1.6,4.0
ClCC1CN(Cc2ccccc2Cl)CCO1 (centres undefined),-16.5,10.9,0.0,-0.6,0.6,0.2,-17.4,-16.9,3.3,-0.9
CCOC(=O)NN=C1CN(S(=O)(=O)c2ccc(C)cc2)C1,15.4,-26.0,0.0,0.1,-0.2,-3.7,3.3,-18.5,0.9,-1.9
O=C(Nc1ccc(N2CCN(C(=O)c3ccccc3F)CC2)cc1)c1ncn[nH]1,-24.3,18.7,-0.2,-7.4,-0.3,5.9,17.4,27.7,5.6,-1.5
O=C(NCC(c1cccs1)N1CCOCC1)c1cc([N+](=O)[O-])ccc1Cl (centres undefined),-11.1,31.4,-0.4,-7.8,1.3,3.2,3.7,-7.0,-0.1,-1.0
COc1ccc(CNC(=S)Nc2ccc(Br)cc2)cc1,-46.6,-46.1,0.0,7.4,1.4,-5.3,28.3,-0.7,2.0,.
COc1ccc(-n2c(NNC(C)=O)nc3sc4c(c3c2=O)CCCC4)cc1,-15.6,29.0,1.5,-4.5,0.4,7.4,13.4,8.6,0.3,-3.0
# (more compounds)
SMILES,KLF5 inhibitor,AI-2 QS modul,HIF activator,HSF1 inh,GSK3B inh,IEC-6 cytotox,HSF-1 act,aSyn 5UTR inh,HSP90 refold inh,GSK3A inh
N#CC1(NC(=O)COC(=O)CCCN=C2NS(=O)(=O)c3ccccc32)CCCCC1,-13.9,11.3,1.1,-4.2,-0.9,-2.1,-1.9,2.1,-2.5,0.0
CC(C)=NNc1nc2sc3c(c2c(=O)[nH]1)CC(C)(C)OC3,-27.3,29.4,-0.2,-3.0,-5.3,4.1,-3.2,-23.5,-0.5,-4.0
COC(=O)c1cccnc1-n1c(=O)c2cccnc2n(Cc2cccc(C(F)(F)F)c2)c1=O,-9.5,10.7,0.1,6.6,-1.7,-0.9,-8.1,18.6,-2.0,-4.8
Cc1ccc2cc(NC(=O)CC(CC(=O)O)c3ccccc3)ccc2n1 (centres undefined),-41.4,-3.0,-1.8,3.3,-0.4,-3.5,-5.0,-15.7,-7.5,-2.2
Cc1cccc(-c2nnc3n2N=C(c2ccccc2Br)CS3)c1,7.3,16.2,-0.4,7.5,0.8,34.0*,20.2,39.5,3.9,6.9
CC(=O)n1nc(-c2ccncc2)nc1SCC(=O)Nc1cccc(Cl)c1,9.3,16.2,-0.9,5.6,2.3,-3.5,6.1,-3.3,-4.0,2.1
CN(C)C(CNC(=O)c1cc(S(=O)(=O)N(C)c2ccc(F)cc2)ccc1Cl)c1ccco1 (centres undefined),.,-4.9,0.3,0.4,3.0,.,6.2,1.1,.,-0.2

# Assay outcomes as filed in PubChem.
